influenza NS1A: NS1A inhibition, H1N1 influenza, cell based functional assay (AID 504329) | 340,000 compounds, 0.3% hits | one-dose inhibition, % at 12.5 µM; IC50 in µM for titrated hits | NS1A functional cell-based assay, percent inhibition; higher % means a stronger effect; in the data active = a potency from the dose series; inconclusive = inhibition above about 27% without an active follow-up result; also: strong numbers were not always called active
inhibitors of VEEV: inhibitors of VEEV TC-83 cytopathic effect, confirmation, Vero cells (AID 588727). Vero cells, VEEV TC-83 cytopathic effect inhibition; higher % means a stronger effect. 350,000 compounds, 0.13% hits. one-dose inhibition, % at 20 µM; IC50 in µM for titrated hits; in the data active = a potency from the dose series; inconclusive = inhibition mostly from about 14% at the one dose, without a potency; inactive = the rest, 99 in 100 with inhibition below about 12%; also: strong numbers were not always called active
M. tuberculosis HTS: M. tuberculosis growth inhibition, HTS (AID 449762); M. tuberculosis H37Rv growth inhibition, 7H9 media; higher % means a stronger effect; inhibition, % at 25 µM; hits with a dose series show IC50 in µM; 330,000 compounds, 0.59% hits; in the data active = a potency from the dose series; inconclusive = inhibition above about 70% without an active follow-up result;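 also: bacterial growth assessed after seven days of incubation; strong numbers were not always called active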
M. tuberculosis: growth inhibition of non-replicating M. tuberculosis (AID 488890). Mycobacterium tuberculosis non-replicating, growth inhibition; higher % means a stronger effect. 320,000 compounds, 0.39% hits. inhibition, % at 25 µM, or IC50 in µM where a hit was titrated; in the data active = a potency from the dose series; inconclusive = inhibition mostly from about 82% at the one dose, without a potency; inactive = the rest, 99 in 100 with inhibition below about 76%;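 also: plate controls were DMSO cells for no effect and high antibiotic wells for full effect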
Salmonella PhoP GFP: Inhibition of PhoP regulon, Salmonella typhi GFP reporter cells, confirmation, 4 h (AID 1850); Salmonella Typhi PhoP-promoter GFP reporter, fluorescence, 4 h; higher % means a stronger effect; one-dose inhibition, % at 50 µM; IC50 in µM for titrated hits; 310,000 compounds, 0.33% hits; in the data active = a potency from the dose series; inconclusive = inhibition mostly from about 25% at the one dose, without a potency; inactive = the rest, 99 in 100 with inhibition below about 19%;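 also: 0% = induced wells with vehicle and 100% = uninduced wells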
inhibitors of VEEV 10K pilot screen: second read-out of inhibitors of VEEV, no call of its own (marks repeat the call); inhibition, %; measured here: 10K pilot screen inhibition
Starred values were filed as active, the others as inactive; i = inactive; ? = inconclusive; . = not tested or not shown.

SMILES	influenza NS1A	inhibitors of VEEV	M. tuberculosis HTS	M. tuberculosis	Salmonella PhoP GFP	others
CC[C@]12c3[nH]c4cc(-c5ccco5)ccc4c3CCN1C(=O)[C@@H](CC(=O)NC/C=C(\C)CCC=C(C)C)C[C@@H]2C(=O)N1CCN(C(=O)c2ccco2)CC1	-4%	1.0%	.	.	.
NC(=O)CSc1nnc([C@@H](N)Cc2c[nH]c3ccccc23)o1	-17%	2.2%	8%	-8%	9%
COc1ccc(NC(=S)Nc2ccccc2SC)c(OC)c1	-5%	1.2%	-1%	?	6%
Cc1c(Cl)c([N+](=O)[O-])nn1CCCC(=O)N1CCN(c2ccccc2)CC1	-3%	i	-9%	9%	-13%
O=C1CCCN2N=C(SCC(=O)Nc3cccc(C(F)(F)F)c3)SC2=N1	1%	0.7%	2%	0%	12%
CCOc1ccc(CCNC(=O)c2ccc(S(=O)(=O)N3CCCC3)cc2)cc1OCC	0%	5.5%	-10%	-2%	1%
O=C(NCc1ccc(Cl)cc1)c1ccc2c(=O)n(CC3CCCO3)c(=S)[nH]c2c1 (configuration not stated)	11%	i	-1%	-12%	0%
CCc1nc2ccc(C(=O)NCCCN3CCN(c4ccc(F)cc4)CC3)cc2nc1CC	9%	0.4%	13%	47%	8%
Cc1ccc(S(=O)(=O)Nc2ccc3cn[nH]c3c2)c(C)c1	-7%	8.2%	4%	31%	.
CCOC(=O)N1CCc2c(sc3ncn(Cc4ccc(F)cc4)c(=O)c23)C1	2%	3.8%	1%	32%	-8%
COc1ccc(S(=O)(=O)CCC(=O)NCc2ccc(C)o2)cc1	1%	i	-2%	28%	11%
Cc1nc(C)n(CC(=O)N2CCCC(C(=O)c3ccc(Cl)cc3C)C2)n1 (configuration not stated)	8%	0.4%	4%	-3%	5%
COC(=O)C1=C(c2cccc(C#N)c2)C[C@@H]2CC[C@H]1N2C(=O)NC(C)C	4%	i	-6%	-9%	.
Cc1nc2ccc(NC(=O)c3ccc(Cl)c(NC(=O)c4cccs4)c3)cc2s1	-16%	9.6%	?	56%	0%
Cn1nnnc1SCC(=O)Nc1ccccc1N1CCOCC1	-1%	1.4%	10%	-6%	5%
CCNC(=O)COC(=O)c1cc(-c2ccco2)nc2ccccc12	20%	0.4%	7%	5%	-2%
CC(=O)N/C(=C\c1ccccc1)C(=O)N1CCOCC1	2%	0.2%	-6%	25%	-12%
CCC(NS(=O)(=O)c1ccc(C)cc1)C(=O)N1CCOCCOCCOCC1 (configuration not stated)	6%	i	0%	2%	0%
Cc1onc(-c2ccccc2)c1-c1nnc(CN2CCN(S(=O)(=O)c3ccccc3F)CC2)o1	-12%	7.4%	-8%	-2%	.
COc1ccc(-c2[nH]c(-c3cc(OC)c4c(c3)OCO4)nc2-c2ccccc2)cc1	0%	7.9%	?	15%	-3%
Cc1cc(C)cc(OCC(=O)Nc2cnn(CCCC(=O)O)c2)c1	-4%	0.6%	7%	-4%	1%
COC(=O)N1CCN(c2ccc(C)c(C)c2)CC1	.	.	-8%	6%	1%
COc1cc(O)c(C(CCN2CCCCC2)c2cc(OC)c(OC)c(OC)c2)c(OC)c1 (configuration not stated)	6%	i	-1%	-4%	6%
O=c1cc(C23CC4CC(CC(C4)C2)C3)[nH][nH]1	-6%	1.3%	4%	37%	-6%
CCCCCCCC(=O)N1c2ccccc2NC(=O)C1CC(=O)Nc1ccc(C(=O)O)cc1 (configuration not stated)	-4%	9.9%	-6%	7%	-5%
O=C(CN(Cc1cccs1)C(=O)CSc1nnc(COc2ccccc2)o1)NC1CCCC1	-10%	i	-2%	11%	-6%
NC(=O)CCS(=O)(=O)CCN1CCN(S(=O)(=O)c2ccc3c(c2)CCC3)CC1	-20%	i	-12%	-2%	.
CCN(CC)CCN1C(=O)C(O)=C(C(=O)c2cc3cccc(OC)c3o2)C1c1cccs1 (configuration not stated)	.	.	-2%	77%	0%
C/C(=N\NC(=O)c1cnccn1)c1ccc([N+](=O)[O-])cc1	6%	3.1%	-7%	13%	3%
CCOC(=O)C1CCN(C(=S)Nc2cccc(C)c2)CC1	-4%	0.7%	1%	-28%	-3%
COCCCNC(=O)CNC(=O)c1nn(-c2ccc(OC)cc2OC)c(=O)c2ccccc12	-3%	0.1%	2%	-3%	3%
O=C(C[C@H]1C[C@H](C(=O)N2CCOCC2)[C@@]2(CCC3CCCC3)c3[nH]c4cc(-c5ccco5)ccc4c3CCN2C1=O)NCC12CC3CC(CC(C3)C1)C2	-2%	i	.	.	.
CN1CCN(C(=O)CN(Cc2ccccc2)S(C)(=O)=O)CC1	-1%	i	-5%	-3%	3%
Cc1nnc(SCc2ccccc2CSc2nnc(C)s2)s1	2%	0.2%	0%	31%	6%
COc1ccc(CN2C(=O)C(C)N(C(=O)c3c(F)cccc3F)c3ccccc32)cc1 (configuration not stated)	0%	4.3%	4%	12%	-12%
NC(=O)C1CCN(Cc2nc(-c3cccs3)no2)CC1	10%	0.0%	1%	-3%	8%
COc1ccccc1NC(=O)C(C/C=C(\C)Cl)C(C)=O (configuration not stated)	-9%	i	3%	11%	-6%
COc1ccc2c(c1)c1ncn(CCN3CCCC3)c(=O)c1n2C	-1%	2.6%	-1%	5%	0%
CN1C(=O)c2cccc(NC(=O)C3CCCCC3)c2C1=O	-10%	2.4%	-7%	-1%	-2%
Cc1ccc2cc(C#N)c(NCCNC(=O)C3CC3)nc2c1C	-7%	i	0%	48%	-4%

Two compounds drawn at random from those above:
SMILES	influenza NS1A	inhibitors of VEEV	M. tuberculosis HTS	M. tuberculosis	Salmonella PhoP GFP	others
O=C(C[C@H]1C[C@H](C(=O)N2CCOCC2)[C@@]2(CCC3CCCC3)c3[nH]c4cc(-c5ccco5)ccc4c3CCN2C1=O)NCC12CC3CC(CC(C3)C1)C2	-2%	i	.	.	.
C/C(=N\NC(=O)c1cnccn1)c1ccc([N+](=O)[O-])cc1	6%	3.1%	-7%	13%	3%

Following part.
SMILES	influenza NS1A	inhibitors of VEEV	M. tuberculosis HTS	M. tuberculosis	Salmonella PhoP GFP	others
CC1(C)Cc2ccccc2-c2nnc(-c3ccc4ccccc4n3)n21	5%	1.1%	4%	-6%	-8%
CC(NC(=O)c1ccco1)C(=O)Nc1nccs1 (configuration not stated)	-3%	i	-9%	-8%	.
CCCCN(C)C(=O)c1nc2ccccn2c1CNC1CCC1	-1%	0.6%	1%	43%	7%	inhibitors of VEEV 10K pilot screen=0.9
C#CCCOC(=O)N1C2=NC(C(=O)OC)=C(C(=O)OC)[C@@H]3N(C)c4ccccc4[C@]23C[C@H]1CO	3%	0.0%	2%	34%	-3%
O=C(Nc1cccc(-c2nnc(-c3ccccc3)o2)c1)c1ccco1	-3%	2.6%	-2%	-7%	6%
CC(C)CC(=O)N=Nc1c(O)[nH]c2ccccc12	6%	0.7%	7%	28%	1%	inhibitors of VEEV 10K pilot screen=0.5
O=C(COc1nc2ccccc2nc1N1CCOCC1)Nc1ccc(S(=O)(=O)N2CCCC2)cc1	-7%	0.7%	-3%	3%	-13%
CC(=O)NC1=NC(=O)CS1	2%	2.2%	-2%	0%	-12%
CCCN(CCC)C(=O)c1oc2ccccc2c1NC(=O)Cc1cccc(OC)c1	-2%	i	7%	31%	0%
CC(C(=O)NNS(=O)(=O)c1cccc(C(F)(F)F)c1)n1nnc(N2CCOCC2)n1 (configuration not stated)	4%	2.3%	8%	-4%	-20%
O=C(CSc1nnc(-c2ccccc2Cl)o1)Nc1ccccn1	-11%	4.4%	0%	27%	4%
Cc1cc2ccccn2c1C(=O)c1nc(N2CCOCC2)ncc1Cl	27%	i	2%	13%	3%
Cc1ccc(NC(=O)COC(=O)C(NS(=O)(=O)c2ccc(Cl)cc2)C(C)O)cc1 (configuration not stated)	-7%	2.2%	-3%	-2%	-2%
COCc1cc(C)nc(N2CCc3ccccc32)c1C#N	12%	0.8%	-1%	5%	1%
C=CCOc1ccc(C(=O)c2ccccc2)c(OCC(=O)NC2(C#N)CCCC2)c1	6%	i	13%	33%	1%
CCCn1c(=O)c2ccccc2n2c(Sc3nnnn3-c3ccccc3)nnc12	13%	7.0%	0%	1%	-3%
O=C1c2oc3ccccc3c(=O)c2C(c2cccnc2)N1CCCN1CCOCC1 (configuration not stated)	-11%	1.7%	8%	14%	4%
CCOc1ccc(NC(=S)NNC(=O)CC(C)O)cc1 (configuration not stated)	-6%	1.3%	-2%	-9%	3%
CC1CC(=O)Nc2ccccc2N1C(=O)CN1CCN(C=O)CC1 (configuration not stated)	-9%	0.1%	0%	4%	-6%
CCOc1ccc(NC(=O)NC(C)c2ccc3c(c2)OCO3)cc1 (configuration not stated)	-9%	1.7%	-19%	-9%	-12%

14 compounds from above, sorted by SMILES length, high to low:
SMILES	influenza NS1A	inhibitors of VEEV	M. tuberculosis HTS	M. tuberculosis	Salmonella PhoP GFP	others
O=C(C[C@H]1C[C@H](C(=O)N2CCOCC2)[C@@]2(CCC3CCCC3)c3[nH]c4cc(-c5ccco5)ccc4c3CCN2C1=O)NCC12CC3CC(CC(C3)C1)C2	-2%	i	.	.	.
O=C(NCc1ccc(Cl)cc1)c1ccc2c(=O)n(CC3CCCO3)c(=S)[nH]c2c1 (configuration not stated)	11%	i	-1%	-12%	0%
COCCCNC(=O)CNC(=O)c1nn(-c2ccc(OC)cc2OC)c(=O)c2ccccc12	-3%	0.1%	2%	-3%	3%
C=CCOc1ccc(C(=O)c2ccccc2)c(OCC(=O)NC2(C#N)CCCC2)c1	6%	i	13%	33%	1%
CCOC(=O)N1CCc2c(sc3ncn(Cc4ccc(F)cc4)c(=O)c23)C1	2%	3.8%	1%	32%	-8%
O=C1CCCN2N=C(SCC(=O)Nc3cccc(C(F)(F)F)c3)SC2=N1	1%	0.7%	2%	0%	12%
C/C(=N\NC(=O)c1cnccn1)c1ccc([N+](=O)[O-])cc1	6%	3.1%	-7%	13%	3%
CC1(C)Cc2ccccc2-c2nnc(-c3ccc4ccccc4n3)n21	5%	1.1%	4%	-6%	-8%
COc1ccc(S(=O)(=O)CCC(=O)NCc2ccc(C)o2)cc1	1%	i	-2%	28%	11%
CCNC(=O)COC(=O)c1cc(-c2ccco2)nc2ccccc12	20%	0.4%	7%	5%	-2%
O=C(CSc1nnc(-c2ccccc2Cl)o1)Nc1ccccn1	-11%	4.4%	0%	27%	4%
CC(C)CC(=O)N=Nc1c(O)[nH]c2ccccc12	6%	0.7%	7%	28%	1%	inhibitors of VEEV 10K pilot screen=0.5
Cc1nnc(SCc2ccccc2CSc2nnc(C)s2)s1	2%	0.2%	0%	31%	6%
COC(=O)N1CCN(c2ccc(C)c(C)c2)CC1	.	.	-8%	6%	1%

Further entries:
SMILES	influenza NS1A	inhibitors of VEEV	M. tuberculosis HTS	M. tuberculosis	Salmonella PhoP GFP	others
N#Cc1ccc(-c2ccc(F)cc2)nc1SCC(=O)Nc1sc2c(c1C#N)CCC2	0%	3.3%	-1%	-5%	-9%
CN1CCN(S(=O)(=O)CC2(C)C3CCC2(C)C(=O)C3Br)CC1 (configuration not stated)	8%	i	8%	6%	-9%
Cc1cc(C)n(-c2cccc(C(=O)O)c2)n1	-2%	0.4%	8%	7%	-11%
COc1cc(OC)c(-n2cc(-c3ccc(Cl)cc3)[nH]c2=O)cc1Cl	1%	8.8%	1%	-6%	-7%
Clc1ccccc1N/N=C/c1ccc2c(c1)OCO2	3%	0.3%	?	.	3%
Cc1c(C2C(C#N)=C(N)N(c3cccc([N+](=O)[O-])c3)C3=C2C(=O)CCC3)cnn1C (configuration not stated)	.	.	-6%	-20%	-4%
N#Cc1c(NC(=O)CCN2C(=O)c3ccccc3C2=O)oc(-c2ccccc2)c1-c1ccccc1	12%	1.9%	-9%	-4%	-2%
CCOc1ccc(-c2csc(NC(=O)c3cccc(N4C(=O)CCC4=O)c3)n2)cc1	-6%	0.3%	-1%	6%	13%
C[N+]1(CCN2C(=O)C3CC=C(Cl)CC3C2=O)CCOCC1 (configuration not stated)	-5%	i	-1%	-2%	10%
COC(=O)CCCC(=O)NCC1(N(C)Cc2ccccc2)Cc2ccccc2C1	-9%	i	-1%	-4%	-2%
CCC(C)(C)C1CCC2(CC1)NC(=O)N(CC(=O)NCCOc1ccccc1)C2=O (configuration not stated)	-6%	4.6%	-12%	23%	.
CCS(=O)(=O)NCc1csc(C)n1	7%	1.5%	-4%	-5%	-4%
CCN(C(=O)COc1ncnc2ccccc12)C1CCCCC1	0%	0.7%	1%	4%	.
COCCNC(=O)c1ccc2c(c1)nc(C)n2-c1cc(OC)c(OC)c(OC)c1	-12%	2.6%	-3%	1%	2%

High-throughput results: PubChem, Southern Research Specialized Biocontainment Screening Center
